# TEAD-YAP inh: TEAD-YAP interaction inhibition | HEK-TIYL cells, TEAD-Gal4/YAP UAS-luciferase luminescence | inhibition, % at 9.12 µM | 1.4% of 640,000 active | AID 1259422; in the data active = inhibition above about 32%;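 note: 0% = median of test compound wells and 100% = reference inhibitor wells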
# FBW7 act: human FBW7 E3 ligase activation, primary screen | AID 1259310 | Q969H0 | AlphaScreen FBW7–phospho-cyclin E peptide binding, activator screen | normalized activity (activation), % at 26.1 µM | 0.13% of 650,000 active; in the data active = normalized activity above about 1.9%;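 note: purified mutant Fbw7 with reduced substrate affinity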
# GPR151 activ: human GPR151 activation. AID 1508602. Q8TDV0. activation, % at 11.2 µM. 1% of 650,000 active. PathHunter beta-arrestin GPR151 cells, luminescence; in the data active = activation above about 4.9%;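 note: 0% = median of compound wells and 100% = cells with positive control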
# Target sequence (Q8TDV0 whole entry, looked up): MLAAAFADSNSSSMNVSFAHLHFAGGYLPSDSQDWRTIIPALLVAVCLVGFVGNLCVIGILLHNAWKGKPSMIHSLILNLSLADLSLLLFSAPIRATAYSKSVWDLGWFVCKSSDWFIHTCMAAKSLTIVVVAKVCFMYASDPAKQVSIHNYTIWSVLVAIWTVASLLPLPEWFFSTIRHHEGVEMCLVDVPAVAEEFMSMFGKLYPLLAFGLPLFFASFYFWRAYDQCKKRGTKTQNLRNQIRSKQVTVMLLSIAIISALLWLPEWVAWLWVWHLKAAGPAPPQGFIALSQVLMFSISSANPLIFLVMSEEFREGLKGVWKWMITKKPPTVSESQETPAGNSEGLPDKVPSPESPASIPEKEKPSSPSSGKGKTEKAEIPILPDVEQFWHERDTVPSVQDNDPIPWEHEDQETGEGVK
# MITF inh: blocks human microphthalmia-associated transcription factor; 0.91% of 650,000 active; inhibition, % at 2.6 µM; AID 1259374; O75030; AlphaScreen MITF homodimerization, bead proximity signal; in the data active = inhibition above about 50%;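 note: 0% = vehicle wells with protein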
# Target sequence (O75030 whole entry, looked up): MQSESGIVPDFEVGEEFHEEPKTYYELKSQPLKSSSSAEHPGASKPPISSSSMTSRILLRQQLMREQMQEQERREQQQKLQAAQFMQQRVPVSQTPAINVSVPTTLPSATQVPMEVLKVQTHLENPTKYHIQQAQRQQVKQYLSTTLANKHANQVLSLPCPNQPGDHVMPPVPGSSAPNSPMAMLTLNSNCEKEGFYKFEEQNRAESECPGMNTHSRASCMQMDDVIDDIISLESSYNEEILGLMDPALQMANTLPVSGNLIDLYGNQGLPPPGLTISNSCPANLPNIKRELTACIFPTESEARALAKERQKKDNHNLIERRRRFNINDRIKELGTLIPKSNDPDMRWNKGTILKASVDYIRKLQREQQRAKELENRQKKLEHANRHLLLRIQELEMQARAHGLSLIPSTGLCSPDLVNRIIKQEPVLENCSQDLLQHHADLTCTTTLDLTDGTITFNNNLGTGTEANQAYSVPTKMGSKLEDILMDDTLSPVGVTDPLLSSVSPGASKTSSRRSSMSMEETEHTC
# An asterisk follows results filed as active. Rows were taken by chance; about 3.4% have a hit in one of these screens.
SMILES,TEAD-YAP inh,FBW7 act,GPR151 activ,MITF inh
Cc1cc2cc(C(=O)N3CCC(N4CCC(C(=O)NC(C)C)CC4)CC3)ccc2o1,5,0.0,0.2,-1
Clc1ccc(C2CC(c3ccccc3)Nc3nnnn32)cc1 (centres undefined),4,0.1,0.9,15
Cc1nc2cc(F)ccc2n1C1CCN(S(=O)(=O)c2ccc(Cl)c(F)c2)CC1,12,0.0,-0.7,-2
CCOc1ccccc1/C=N/NC(=O)c1ccccc1C,-26,0.2,-1.1,15
O=C(COc1ccc(N2C(=O)c3ccccc3C2=O)cc1)OC1CCCCC1,-5,0.0,-2.1,-6
CCc1nn(C(CC)C(=O)NCc2ccccc2OC)c(=O)c2cc3oc(C)cc3n12 (centres undefined),9,-0.4,0.4,0
CCCc1nc2ccc(N)cc2c(=O)n1Cc1cccc(Cl)c1,1,-0.1,0.3,8
Cc1noc(C)c1S(=O)(=O)N1CCCC(C(=O)NC2CCCCC2)C1 (centres undefined),5,-0.1,-0.7,5
CC(C)=CCN1CCN(c2c(Cl)cccc2NC(=O)c2ccc(Br)o2)CC1,-4,-0.1,0.8,1
COCCNC(=O)Cn1cnc2ccc(S(=O)(=O)N3CCC(C)CC3)cc2c1=O,2,0.0,1.3,-6
Cc1cc(Nc2ccc3c(c2)OCO3)nc(Nc2ccc(C(F)(F)F)cc2)n1,-1,0.2,-0.6,26
N#C/C(=C/c1ccc(OCC(=O)O)cc1)C(=O)Nc1cccc(Br)c1,-2,-0.2,0.3,0
Cc1ccc(N(CC(=O)N2CCC(C)CC2)S(=O)(=O)c2ccc(F)cc2)cc1,-3,-0.1,1.5,-2
CC(C)c1ccc(Nc2nnc(SCC(=O)NC(C)(C)C)s2)cc1,-34,0.1,-0.5,8
COc1ccc(F)cc1S(=O)(=O)NCC1COC2(CCCC2)O1 (centres undefined),-6,-0.2,-0.8,-12
CC(=O)c1c(C)[nH]c(C(=O)OCC(=O)N2CCCc3ccccc32)c1C,-2,0.4,-0.1,13
Nc1ncnc(N2CCCCCC2)c1[N+](=O)[O-],49*,0.0,1.3,6
O=C(CSc1nnnn1-c1ccccc1)Nc1cccc(F)c1,4,-0.1,-0.1,7
COc1ccc(Nc2nc(Cl)nc(NCCC3=CCCCC3)n2)cc1,-5,0.0,-0.8,10
Cc1ccc2nc(NC(=O)CC(C)CC3=NS(=O)(=O)c4ccccc4N3)sc2c1 (centres undefined),-4,0.2,1.0,-2
CC1=C(C(=O)N2CCOCC2)C(c2ccc(Br)cc2)C2=C(CC(C)(C)CC2=O)N1 (centres undefined),2,0.0,-0.6,7
CCNC(=O)N1CCC(c2nnc(-c3ccco3)s2)CC1,6,0.1,-0.3,0
O=C(Nc1ccc2c(c1)OCO2)C1CC12CCN(C(=O)c1cc(-c3ccccc3)n[nH]1)CC2 (centres undefined),-5,-0.2,0.3,1
O=C1c2ccccc2C(=O)N1/N=C/c1ccc2c(c1)OCCO2,-50,0.2,-2.6,0
O=C1CCC(=O)N1c1ccc(CSc2nnnn2C2CCCCC2)cc1,-6,0.9,6.9*,-2
OC(CNCc1ccccc1)Cn1c2ccc(Cl)cc2c2cc(Cl)ccc21 (centres undefined),2,0.6,0.3,23
O=C(c1ccc(-c2ccccc2)cc1)N1c2ccccc2Sc2ccccc21,6,0.2,1.2,13
O=C1CC(NCc2ccco2)C(=O)NN1 (centres undefined),3,0.0,0.3,-4
O=C(NCc1ccco1)C1OCCc2ccccc21 (centres undefined),1,0.5,-1.5,3
O=[N+]([O-])c1cccc(/C=N/OCCO)c1,3,-0.1,0.4,8
O=C(CSc1nnc(CNc2ccc(Cl)cc2)o1)NCc1ccc2c(c1)OCO2,-9,0.2,-0.1,15
Cc1ccc(C)n1-n1c(C)nc2scc(-c3cccs3)c2c1=O,3,-0.4,1.0,15
Cc1cccc(CSCc2ccc(C(=O)O)o2)c1,-6,1.0,0.5,9
Cc1ccccc1C1CC(=O)NC(SCC(N)=O)=C1C#N (centres undefined),6,0.0,2.4,-5
CCc1ccc(CN(C)C(=O)CCc2nnc(COc3ccccc3)o2)cc1,-23,-0.1,-1.1,10
COc1ccc(C(=O)N2CCN(C=O)CC2)cc1OC,4,0.0,-1.0,-11
Nc1nc(NCCCN2CCCC2=O)cc(N2CCOCC2)n1,1,0.2,-1.9,10
COc1ccc2c(c1)c(CC(=O)Nc1cc3oc4ccccc4c3cc1OC)c(C)n2C(=O)c1ccc(Cl)cc1,3,0.0,-0.2,2
CC(C)(C)SCCNC(=O)CSc1ccc(Cl)cc1,-25,0.0,0.6,6
CC(=O)Nc1cccc(NC(=O)Cn2cnc3c2c(=O)n(C)c(=O)n3C)c1,6,-0.2,-1.0,17

# Reprinted at random: three compounds from above, in no set order.
SMILES,TEAD-YAP inh,FBW7 act,GPR151 activ,MITF inh
COc1ccc(C(=O)N2CCN(C=O)CC2)cc1OC,4,0.0,-1.0,-11
O=C(CSc1nnc(CNc2ccc(Cl)cc2)o1)NCc1ccc2c(c1)OCO2,-9,0.2,-0.1,15
Cc1ccccc1C1CC(=O)NC(SCC(N)=O)=C1C#N (centres undefined),6,0.0,2.4,-5

# Next results follow.
SMILES,TEAD-YAP inh,FBW7 act,GPR151 activ,MITF inh
COc1cc(C2CC(C(F)(F)F)n3ncc(C(=O)Nc4ccc(Cl)cc4)c3N2)cc(OC)c1OC (centres undefined),-10,-0.1,-0.6,-4
COc1ccc(C2CC(=O)Nc3c2cc(Br)c2ccccc32)c(OC)c1 (centres undefined),5,0.1,-0.9,19
CCCN(CCC)CC(O)CN1C(=O)N(CN2C(=O)N(CC(O)CN(CCC)CCC)C(=O)C2(C)C)C(C)(C)C1=O (centres undefined),10,0.5,0.3,10
O=C(NCCCN1CCCC1=O)c1ccnc(Nc2ncccn2)c1,-1,0.1,0.5,8
CCS(=O)(=O)N1CCC(C(=O)N2CC(C)CC(C)C2)CC1 (centres undefined),3,0.7,0.1,-2
Cc1nc(C)n(-c2ccc(Nc3nccc(-c4ccccc4-c4ccccc4)n3)cc2)n1,-7,0.1,-1.1,24
CN(C)c1ccc(N=c2cc(-c3ccccc3)cc(-c3ccccc3)s2)cc1,-3,-0.3,-1.6,54*
COc1cccc2c1OC1(CCN(C(=O)N[C@@H](C)c3ccccc3)CC1)OC2,2,-0.3,1.6,5
Cc1cccc(NC(=O)N2CCC(NC(=O)C3CCCCC3)CC2)c1,-4,-0.1,5.9*,-9
COc1ccc(-c2nnc(SCCNCC(O)c3ccccc3)n2C(C)C)cc1 (centres undefined),1,0.4,-1.1,42
C=CCNC(=O)C(Cc1ccccc1)C(=O)OCC (centres undefined),-3,-0.1,-0.7,0
O=C(NC1CC2(CCCCC2)Oc2ccccc21)C1CCOC1 (centres undefined),6,0.0,1.8,8
Cc1cc(NC(=O)CSc2ccc(C(C)(C)C)cc2)no1,5,-0.2,-0.5,-8
Cc1ccc(NC(=O)Cn2nc(C)n3cccc3c2=O)c(Cl)c1,-5,-0.3,-1.4,-2
CCCn1ncc(CN2CCN(Cc3ccccc3OCC)C(CCO)C2)c1C (centres undefined),8,0.0,1.9,-11
O=C(NC1CC1)c1ccc(-c2ncc(C(=O)NCCN3CCOCC3)s2)cc1,7,0.0,3.1,5
CNC(=O)C(Sc1nnc(Nc2ccc(OC)cc2)s1)C(C)=O (centres undefined),-24,0.0,4.2,8
O=C(c1ccc(N2CCCC2)c([N+](=O)[O-])c1)N1CCCc2ccccc21,-8,0.8,-0.9,4
O=C(Nc1ccc(Oc2ccc(Br)c3ccccc23)c(Cl)c1)c1cc2cc(Cl)ccc2oc1=O,5,-0.3,0.0,-2
COc1ccc(-c2cccc(C(=O)Nc3ccccc3)c2)cc1,4,0.1,-2.3,-7

# Rewritten tab-delimited: 3 of the compounds above
Molecule	TEAD-YAP inh	FBW7 act	GPR151 activ	MITF inh
CCCn1ncc(CN2CCN(Cc3ccccc3OCC)C(CCO)C2)c1C (centres undefined)	8	0.0	1.9	-11
O=C(NC1CC1)c1ccc(-c2ncc(C(=O)NCCN3CCOCC3)s2)cc1	7	0.0	3.1	5
CNC(=O)C(Sc1nnc(Nc2ccc(OC)cc2)s1)C(C)=O (centres undefined)	-24	0.0	4.2	8

# (more compounds)
SMILES,TEAD-YAP inh,FBW7 act,GPR151 activ,MITF inh
CCOC(=O)c1c(NC(=O)CCc2ccccc2)sc2c1CCCCC2,8,0.0,1.6,18
CCn1nnc(-c2ccccc2NS(=O)(=O)c2ccc(F)cc2)n1,-6,0.0,-0.8,-3
Cc1ccccc1OCC(=O)NNC(=O)c1ccccc1C,-11,-0.4,0.0,0
COc1cccc(/C=C2\C(=O)NC(=O)N(c3ccc(O)cc3)C2=O)c1,-1,0.1,-1.3,-6
COC(=O)c1cnc(NCCCN2CCOCC2)c2ccccc12,-14,0.9,0.3,29
CCCOc1ccc(S(=O)(=O)N2CCC(C(=O)OCC)CC2)c2ccccc12,7,0.2,-0.1,23
CC1CCN(C=C(S(=O)(=O)c2ccccc2)S(=O)(=O)c2ccccc2)CC1,9,0.0,-0.1,33
O=C(CSc1nnc2sc3ccccc3n12)NCCc1ccccc1,-12,-0.1,-0.6,-3
CC(NC(=O)C1(c2ccc(Cl)cc2)CCCC1)c1nc(-c2ccncc2)n[nH]1 (centres undefined),4,0.6,0.4,4
COCCNC(=O)C12CC3CC(C1)CC(C(=O)NCCOC)(C3)C2,3,0.1,0.3,6
CCCN1CCN(C(=O)c2cn(-c3ccc(C)c(C)c3)c(=O)c3ccccc23)CC1,9,0.1,0.5,9
Nn1c(SCC(=O)Nc2cc(Cl)ccc2Cl)nnc1-c1cccnc1,8,0.6,-0.8,14
COc1cc(CSc2nc3ccccc3o2)c(OC)cc1CSc1nc2ccccc2o1,8,0.3,0.3,-9
Cc1cccc(NC(=O)c2ccc(F)o2)c1N1CCC2(CC1)OCCO2,9,0.3,1.4,-5
CCn1c(SCC(=O)Nc2ccc(C)cc2C)nc2c(c1=O)SC(C)C2 (centres undefined),6,-0.2,0.0,2
CCCCC(=O)Nc1nnc(SCc2cccc(F)c2)s1,2,0.1,3.9,12
CCOC(=O)CCN(Cc1cccs1)S(=O)(=O)c1ccc(Cl)cc1,4,0.1,0.6,4
COc1ccc(-c2nc(NCCc3ccc(O)cc3)c3ncn(-c4ccsc4)c3n2)cn1,22,-0.1,-1.1,6
CC(=O)c1ccc(C(=O)Nc2nc(-c3cccc4ccccc34)cs2)cc1,12,0.0,1.3,6
CCOc1ccc(-n2cc(-c3ccccc3)c3c(Nc4ccccc4OC)ncnc32)cc1,0,-0.1,-0.3,-3
Cc1cc(=O)cc(C)n1-c1ccc(Cl)cc1,9,-0.1,2.5,5
Cc1c(CN2CCOCC2)c(O)n(CCO)c(=O)c1C#N,-3,-0.1,0.6,8
COc1ccc2[nH]c(C)c(CN(C)C3CCCCC3)c(=O)c2c1,5,0.2,-0.7,13
COc1ccccc1NC(=O)CCN1C(=O)c2ccccc2S1(=O)=O,-6,0.4,-0.6,6
CC1CCN(S(=O)(=O)c2cccc3nsnc23)CC1,3,0.1,1.2,12
CCOc1ccc(NS(=O)(=O)c2ccc(F)c(F)c2F)cc1,18,0.9,0.6,15
CCc1cccc(NC(=O)Cc2ccc([N+](=O)[O-])cc2)c1,5,-0.1,-1.4,6
O=C(Nc1ccc(S(=O)(=O)N2CCCCC2c2cccnc2)cc1)C1CCCCC1 (centres undefined),-14,0.0,-1.8,-7
Cc1cc(C)cc(-n2c(SCC(=O)NCC3CCCO3)nc3c(c2=O)SC(C)C3)c1 (centres undefined),7,-0.2,0.1,-9
O=C1NC(=O)N(c2cccc(Br)c2)C(=O)/C1=C/c1cccc([N+](=O)[O-])c1,-1,0.1,1.9,17

# Some entries already given, limited to TEAD-YAP inh, MITF inh and FBW7 act.
mol	TEAD-YAP inh	MITF inh	FBW7 act
O=C(Nc1ccc(S(=O)(=O)N2CCCCC2c2cccnc2)cc1)C1CCCCC1 (centres undefined)	-14	-7	0.0
Cc1cc(C)cc(-n2c(SCC(=O)NCC3CCCO3)nc3c(c2=O)SC(C)C3)c1 (centres undefined)	7	-9	-0.2

# The list goes on.
SMILES,TEAD-YAP inh,FBW7 act,GPR151 activ,MITF inh
CNC(=O)/C(=C/c1ccc2c(c1)OCO2)NC(=O)c1ccc(Br)cc1,-6,0.0,0.2,-9
O=C(c1ccc(C(F)(F)F)cc1)C1CCCN(C(=O)C[n+]2cc(=O)o[nH]2)C1 (centres undefined),2,0.0,0.0,4
CCOc1ccc(Nc2nc(N3CCCC3)nc(N3CCCC3)n2)cc1,0,-0.1,-2.2,-8
CCCNC(=O)COC(=O)c1cccs1,6,0.1,1.7,1
CCOc1ccc(N(Cc2cc3cc(C)ccc3[nH]c2=O)C(=O)COC)cc1,4,0.1,0.5,12
CS(=O)(=O)c1ccc(NCc2ccccc2)cc1,1,-0.1,1.0,1

# Quoted from the listing.
# Under FBW7 act, `O=C(c1ccc(C(F)(F)F)cc1)C1CCCN(C(=O)C[n+]2cc(=O)o[nH]2)C1` (centres undefined) is listed with 0.0
# Under FBW7 act, `CNC(=O)/C(=C/c1ccc2c(c1)OCO2)NC(=O)c1ccc(Br)cc1` is listed with 0.0
# Under TEAD-YAP inh, `CCCNC(=O)COC(=O)c1cccs1` is listed with 6
